# FUS yeast rescue: suppressors of FUS proteinopathy in yeast. S. cerevisiae FUS-expressing, growth rescue, OD600, 24 h. Potency, µM (highest dose often 76.6 µM), without a hit: at the top dose growth rescue (activation), actives largely listed as activators. hit rate 0.24% among 390,000;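 further: potency means the concentration at half of the fitted maximal effect; plate controls were DMSO vehicle for no effect and reference control for full effect; nearly all actives have a fitted effect of over 55% in size; some results filed as inactive show a strong effect at the top dose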
#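 Yeast expressing FUS under galactose induction, OD 0.005 in 2% galactose medium; compounds in a dilution series, 24 h at 30C. Growth rescue by absorbance at 600 nm; CP55940 positive control, DMSO negative.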
# EPAC2 ag: activates human EPAC2 exchange factor | Q8WZA2 | EPAC2 activation, biochemical qHTS; response scale: 100% = 6.5 mM cAMP response | Potency, µM (series often up to 154 µM), inactives show top-dose activation, most hits filed as activators | hit rate 0.079% among 360,000; further: potency means the concentration at half of the fitted maximal effect; nearly all actives have a fitted effect of over 50% in size
#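 qHTS, titration series. 100 nM EPAC2 / 250 nM Rap1B-BODIPY-GDP / 50 uM GDP; RT; ex 480/em 540 nm, 5-min reads to 30 min. Norm. to 6.5 mM cAMP = activation.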
# EPAC2 antag: EPAC2 (human) antagonism | hit rate 0.18% among 360,000 | AID 720708 | Potency, µM (titrated, usually from 114 µM), inactives show top-dose activity, negative = inhibition, actives largely listed as inhibitors | Q8WZA2 | EPAC2 GEF exchange of Rap1B-BODIPY-GDP, fluorescence; further: potency means the concentration at half of the fitted maximal effect; on the % scale 0 is the no-effect control and ±100 the full control effect; nearly all actives have a fitted effect of over 45% in size; many of its hits are not listed in these tables
# Abeta yeast res: compounds reversing amyloid beta toxicity in yeast; AID 1347071; Potency, µM (doses to about 46.1 µM), for inactives: at the top dose growth rescue, actives largely listed as activators; hit rate 0.063% among 410,000; yeast expressing A-beta42, growth rescue, OD600, 48 h; response scale: 0% DMSO, 100% iron-clioquinol control; further: potency means the concentration at half of the fitted maximal effect; nearly all actives have a fitted effect of over 55% in size
#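 Growth rescue measured by 600 nm absorbance after 48 h yeast culture at 30 C with compound. Values normalized between DMSO and an equimolar ferric chloride plus clioquinol control.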
# D3 antag: antagonists of human D3 dopamine receptor; max response, negative = inhibition, %; D3R cells, DiscoveRx beta-arrestin luminescence, antagonist mode; active compounds read low; hit rate 2.5% among 360,000; AID 652054; in the data active means max response below about -50%; inconclusive means no clear call, values can overlap the other calls; further: on the % scale 0 is the no-effect control and ±100 the full control effect; mostly tested at two doses, the higher about 12 µM
# Target sequence (P35462 whole entry, looked up): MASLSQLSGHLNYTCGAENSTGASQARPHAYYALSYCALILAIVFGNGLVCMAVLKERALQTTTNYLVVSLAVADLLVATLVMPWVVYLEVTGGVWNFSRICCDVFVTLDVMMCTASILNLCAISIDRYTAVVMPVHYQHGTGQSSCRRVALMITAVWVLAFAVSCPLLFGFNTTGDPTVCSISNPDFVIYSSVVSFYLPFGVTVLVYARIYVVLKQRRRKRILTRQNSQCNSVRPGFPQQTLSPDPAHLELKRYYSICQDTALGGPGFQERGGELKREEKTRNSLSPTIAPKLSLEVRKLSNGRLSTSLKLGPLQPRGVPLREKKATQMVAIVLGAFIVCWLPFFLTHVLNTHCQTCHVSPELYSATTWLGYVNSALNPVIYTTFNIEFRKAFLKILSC
#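 Cells plated overnight at 1500 cells/well, then exposed to library compounds with dopamine controls for 90 minutes at 37 degrees C. DiscoveRx reagent added for 30–60 minutes at room temperature; luminescence read, quantitative HTS format.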
# D3 ag: agonists of human D3 dopamine receptor | P35462 | D3R DiscoveRx beta-arrestin cells, luminescence, 90 min | max activation, % | hit rate 0.58% among 410,000 | AID 652048; in the data active means max activation above about 30%; further: 0% is about no effect; mostly tested at two doses, the higher about 12 µM
#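 Agonist-mode cell screen: cells plated at 1500/well and incubated overnight at 37 °C, then exposed to library compounds for 90 min at 37 °C. Detection reagent was added for 30–60 min at room temperature, and luminescence was read.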
# TDP-43 yeast inh: inhibitors of TDP-43 toxicity in yeast; TDP-43 expressing yeast growth rescue, BacTiter-Glo, 24 h; Potency, µM (highest dose often 46.1 µM), for the others: at the highest dose growth rescue (activation), actives largely listed as activators; hit rate 1.8% among 410,000; AID 652104; further: potency means the concentration at half of the fitted maximal effect; % of control where 0% means no effect; nearly all actives have a fitted effect of over 50% in size
#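 Growth rescue of TDP-43-toxic yeast measured as ATP luminescence (BacTiter-Glo). Cells grown to mid-log in raffinose, induced in galactose at OD600=0.02, exposed to compound 24 hr at 30 deg C.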
# aSyn rescue: rescues yeast growth from alpha-synuclein toxicity; Yeast expressing alpha-synuclein, growth rescue, BacTiter-Glo, 24 h; Potency, µM (doses to about 46.1 µM), inactives show at the top dose growth rescue (activation), hits mostly activators; hit rate 0.14% among 370,000; AID 652106; further: potency means the concentration at half of the fitted maximal effect; % of control where 0% means no effect; nearly all actives have a fitted effect of over 65% in size
#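 Rescue of yeast growth: cells expressing toxic alpha-synuclein, induced in galactose at OD600 0.02, incubated with compound 24 h at 30 C. ATP luminescence quantified growth; inhibitors of toxicity appear as activators.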
# Starred values were filed as active, the others as inactive; ? = inconclusive; / = not tested or not shown; [ ] = dose if it differs, or a comment. Unless noted, the call rests on the fitted dose curve; in most records, active means well fitted curve in the direction sought with a large enough effect; inconclusive means small, poorly fitted or top-dose-only effect, or another doubt; inactive means no such curve, though single readings can be large; an effect the other way counts as inactive or inconclusive. Only part of the results is shown. The share of hits here may be higher or lower than overall.
compound	FUS yeast rescue	EPAC2 ag	EPAC2 antag	Abeta yeast res	D3 antag	D3 ag	TDP-43 yeast inh	aSyn rescue
Cc1cc(C)c(C)c(S(=O)(=O)NCC(=O)Nc2sc3c(c2C(N)=O)CCCC3)c1C	29%	-7%	-2%	5%	9	0	1%	1%
CC(=O)c1cccc(NC(=O)C2CC(=O)N(c3cccc(C)c3C)C2)c1 (stereo not given)	33%	4%	-6%	12%	?	-21	-23%	-1%
O=C(NC1CCCC1)C1c2ccccc2OCC(=O)N1Cc1ccccn1 (stereo not given)	-8%	5%	14%	-6%	-58*	-16	?	-9%
COc1ccc(C2NCCC3(O)CCCCC23)c(OC)c1OC (stereo not given)	20%	3%	17%	-7%	-18	13	-13%	-3%
CC(C)(CNCc1ccccc1)NS(=O)(=O)c1ccc(Cl)cc1	15%	-1%	-2%	10%	-57*	-10	15%	4%
c1ccc2c(c1)CCN(Cc1nnnn1Cc1ccc3c(c1)OCO3)C2	1%	3%	-2%	9%	0	-14	24%	8%
O=C(CSCCc1ccccn1)Nc1cccnc1	-7%	8%	-4%	3%	4	6	0%	-3%
COc1ccc(NC(=O)C2(c3cccs3)CCOCC2)cc1	-6%	2%	-4%	3%	-14	2	-5%	-6%
Cc1ccc(Cn2ccc(NC(=O)c3nn(C)cc3Cl)n2)cc1	-10%	-1%	3%	2%	-13	6	23%	-3%
COC(=O)c1ccccc1NC(=O)c1ccc(-c2nc(CSc3ccc(C)cc3)c(C)o2)cc1	14%	/	/	-8%	/	-8	-6%	/
Cc1ccc(CS(=O)Cc2ccc(C(=O)NCc3ccccc3)o2)cc1 (stereo not given)	9%	6%	5%	14%	-8	0	2%	0%
O=C(CSc1nnc(Cc2cccs2)n1CCc1ccccc1)N1CCCc2ccccc21	?	17%	-4%	0%	27	-12	-11%	5%
OC[C@@H]1CC[C@@H](Cc2ccc(-c3ccccc3)cc2)O1	-3%	5%	-11%	-2%	9	-11	11µM*	18µM*
COc1ccc(Cl)cc1NC(=O)c1cc(S(=O)(=O)N(C)Cc2ccccc2)ccc1F	-1%	/	/	-8%	/	10	4%	/
CCN1CCN(c2ccc(S(=O)(=O)N3CCOCC3)cc2NC(=O)c2ccc(F)cc2Cl)CC1	17%	1%	8%	-4%	7	1	-29%	9%
CCC(=O)NCCc1nc2cc(NC(=O)c3ccc(OC)cc3)ccc2n1C	3%	5%	-4%	5%	8	3	-5%	-12%
COC(=O)C1CN(C(=O)COc2cc(C)cc(C)c2)c2ccccc2O1 (stereo not given)	15%	-3%	-5%	-5%	-10	13	-7%	-2%
CC(C)COc1ccc(-c2nnc(-c3ccncc3)o2)cc1	8%	5%	2%	-7%	52	9	0%	16%
O=C(Nc1cccc(C(=O)N2CCCCC2)c1)C1CCCC1	-15%	-6%	-8%	8%	?	0	-15%	3%
CCn1c(SCC(=O)N2CCCCC2)nc(O)cc1=O	8%	-3%	6%	-8%	-13	4	-9%	-3%
Cn1c(=O)n(Cc2ccccc2)c(=O)c2c1nc1n2CCCN1CCc1ccccc1	?	13%	-4%	-2%	17	0	21%	22%
Cc1cccnc1NC(=O)CN1C(=O)COc2ccc(Cl)cc21	-9%	3%	20%	-17%	-28	2	0%	-3%
CCCCC#Cc1cncc(C(=O)NN)c1	5%	-9%	0%	1%	-11	4	1%[1.82 µM]	-3%
O=C(COc1ccc(S(=O)(=O)NC2CCCCC2)cc1)NC1CCCC1	14%	-2%	0%	-9%	8	-2	-5%	11%
O=C(NNC(=O)c1ccccc1-n1cccc1)c1ccccc1	-14%	-1%	16%	14%	-12	4	11%	-1%
O=C1Nc2ccc(Br)cc2C1Cc1ccccc1F (stereo not given)	9%	1%	-24%	?	10	0	?	13%
O=C(CCCOc1ccc(Cl)cc1Cl)NNC(=O)C1CCC1	13%	3%	0%	-7%	-18	-3	-17%	12%
COC(=O)C(NC(=O)CCc1c(C)nc2ncnn2c1C)C(C)C (stereo not given)	-5%	-2%	5%	16%	9	3	8%	1%
CCc1ccc(C(CNc2nc(C(F)(F)F)nc3ccccc23)N(C)C)cc1 (stereo not given)	11%	-9%	-23%	1%	-3	-6	6%	2%
Cc1ccccc1CNC(=O)Cn1c(C)c2cnn(-c3ccccc3)c(=O)c2c1C	-1%	/	/	-6%	/	3	17%	/
COc1cc2c(cc1NC(=S)Nc1cccc3ccccc13)oc1ccccc12	15%	-19%	6%[57.1 µM]	25%	9	-1	6%	5%
O=C(NCCc1ccccc1)c1cccc(N2CCCC2=O)c1	3%	4%	-16%	4%	1	-3	6%	-13%
CCOC(=O)N1CCN(C(=O)COc2ccc([N+](=O)[O-])cc2)CC1	-8%	3%	1%	-3%	2	3	-10%[9.22 µM]	-9%
O=C(CCSc1ccccc1)Nc1ncccn1	1%	3%	-2%	11%	8	-2	-7%	2%
O=C(NNC(=O)c1cc2cc(Br)ccc2oc1=O)c1ccc(O)cc1O	-1%	-4%	-8%	-21%	-28	5	-5%	-14%
COc1ccccc1N1CCN(C(c2ccccc2Cl)c2nnnn2C(C)(C)C)CC1 (stereo not given)	23%	11%	2%	-55%[inhibitor]	11	-1	10%	0%
Cc1nn(C)c(C)c1S(=O)(=O)N1CCCC(C(=O)NC2CCCCC2)C1 (stereo not given)	7%	-9%	6%	21%	36	-1	3%	1%
O=C(CN1CCN(c2ccccn2)CC1)NCc1cccs1	23%	7%	-1%	-11%	0	-2	-17%	-9%
O=C(CSc1nnc(-c2ccccc2O)o1)N1CCOCC1	11%	3%	11%	-7%	1	-7	-14%	0%
O=c1c2c([N+](=O)[O-])cc([N+](=O)[O-])cc2nc2ccccn12	-11%	4%	13%	-15%	?	-5	10%	5%
COC(=O)c1ccccc1Nc1ccccc1	19%	8%	5%	12%	1	2	4%	0%
CS(=O)(=O)N(CC(=O)N1CCOCC1)c1ccccc1Br	-20%	-1%	8%	-2%	-6	6	0%	-3%
O=C1CCC(C(=O)Nc2ccc([N+](=O)[O-])cc2)N1 (stereo not given)	/	3%	1%	-6%	-4	-6	19%	-4%
COc1cccc(NC=C2C(=O)OC3(CCCCC3)OC2=O)c1	/	-1%	-5%	-57%[inhibitor]	10	-2	25µM*	4%
CCN1CCN(C(=O)C2CCN(S(=O)(=O)c3ccc4c(c3)NC(=O)C(C)S4)CC2)CC1 (stereo not given)	-12%	11%	4%	5%	-12	-1	-9%	-6%
FC(F)(F)c1cnc(-n2cc[nH]c2=S)c(Cl)c1	20%	5%	15%	-6%	-7	-10	-17%	0%
COc1ccc(OC)c(NC(=O)NC2(C(F)(F)F)Oc3ccccc3O2)c1	33%	-3%	0%	-5%	16	3	23%	8%
CC(=O)Nc1cccc(C(=O)Nc2cccnc2)c1	13%	9%	8%	-11%	-8	0	11%	1%
Cc1cccc(NC(=O)Cn2c(=O)n(Cc3ccc(C(=O)NCc4ccc5c(c4)OCO5)cc3)c(=O)c3ccccc32)c1	17%	/	/	-9%	/	-14	-3%	/
Cc1ccc(CC(=O)NCCN2CCOCC2)cc1	6%	1%	4%	-3%	-8	58*	-17%	-3%
O=C(O)Cc1c[nH]c2cccc(O)c12	-8%	3%	37%[activator]	-13%	2	11	20%	-10%
CN(C(=O)CS(=O)(=O)c1cn(CC(=O)N2CCCC2)c2ccccc12)c1ccccc1	4%	12%	-8%	4%	-9	2	-6%	0%
Cc1csc2nc(COc3cccc(NC(=O)c4ccccc4F)c3)cc(=O)n12	6%	/	/	-11%	/	5	-1%	/
COc1ccccc1NC(=O)Cc1nc(CCl)cs1	/	5%	5%	-11%	14	2	10%	16%
Cc1c(Cl)cccc1N1CC(C)(C)C1=O	2%	12%	0%	8%	1	8	-1%	0%
Cc1nc2ccn(Cc3ccco3)c(=O)c2cc1C(=O)N1CCN(c2ccc(F)cc2)CC1	43%	/	/	-6%	/	-7	-10%	/
CC(C)CCN(C)c1ccc(/C=N/n2cnnc2)cc1	1%	-14%	1%[57.1 µM]	19%	?	-3	-3%	6%
c1ccc(CN2CCN(c3nc(-c4ccccc4)nc4ccccc34)CC2)cc1	27%	9%	0%	4%	1	-4	24%	3%
COc1ccc(Cn2ccn(Cc3cccc(C)c3)c(=O)c2=O)cc1	-10%	/	/	-9%	/	-17	-6%	/
COc1ccccc1C(=O)NC(=O)COc1ccc(Cl)cc1Cl	-3%	3%	-11%	5%	2	13	-17%	-1%

# (further entries)
compound	FUS yeast rescue	EPAC2 ag	EPAC2 antag	Abeta yeast res	D3 antag	D3 ag	TDP-43 yeast inh	aSyn rescue
COc1ccccc1/C=C/C(=O)OCCCN(C)C	17%	5%	4%	3%	5	-7	10%	3%
CCOC(=O)C1C(c2ccc(O)cc2)NC(=O)NC1(O)C(F)(F)F (stereo not given)	-31%	8%	3%	3%	-8	2	11%	4%
COCC(=O)Nc1nc2n(n1)C(c1ccc(Cl)cc1)CC(c1ccc(OC)cc1)N2 (stereo not given)	?	1%	-6%	4%	0	-7	-7%	-4%
O=C(CN1CCN(c2ccccn2)CC1)Nc1cccc(F)c1	-26%	4%	0%	-17%	18	4	19%	0%
CCOC(=O)C1CCN(C(=O)c2cc3cc(Br)ccc3oc2=O)CC1	-10%	3%	3%	-11%	-2	20	9%	-12%
CC(=O)Nc1ccc(OCC(O)Cn2c3ccccc3c3ccccc32)cc1 (stereo not given)	/	-6%	-13%	4%	-14	-5	-13%	?
COc1ccc(Cl)cc1NC(=O)CN(C)C(=O)C12CC3CC(CC(Cl)(C3)C1)C2	28%	8%	?	19%	4	-8	27%	23%
CCOC(=O)C1CCCN(S(=O)(=O)c2ccc(Br)s2)C1 (stereo not given)	-1%	13%	10%	-26%	-2	-3	-8%	?

# Entries of single compounds as entered above. Order of values: FUS yeast rescue	EPAC2 ag	EPAC2 antag	Abeta yeast res	D3 antag	D3 ag	TDP-43 yeast inh	aSyn rescue
# Record of CCOC(=O)C1C(c2ccc(O)cc2)NC(=O)NC1(O)C(F)(F)F (stereo not given) → -31%	8%	3%	3%	-8	2	11%	4%
# Record of CCOC(=O)C1CCN(C(=O)c2cc3cc(Br)ccc3oc2=O)CC1 → -10%	3%	3%	-11%	-2	20	9%	-12%

# Source: PubChem BioAssay
